# Assay outcomes deposited in PubChem BioAssay by several laboratories.
# V-ATPase pH = regulators of yeast V-ATPase proton pumping, primary screen, pHLuorin cytosolic pH fluorescence; S. cerevisiae; response, % at 10 µM; hit rate 0.37% among 350,000; AID 504577, 2011; in the data active = response mostly above about 7.3%, no sharp cut-off; inactive = mostly below about 5.4%; also: actives read high; inactives centre near 0; some compounds called inactive have numbers as strong as hits; reference of the scale not given here
# Wnt act = Wnt/beta-catenin pathway activators, primary screen, cell-based, plate reader, single point. activation, % at 9.35 µM. AID 743398, 2014. Wnt/beta-catenin reporter cell assay, activator. hit rate 1.2% among 300,000; in the data active = activation above about 30%, passing the limit was not always enough;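 also: 0% = neutral control wells and 100% = positive control wells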
# Cardiac RTF inh = cardiac RTF calcium sensitivity inhibitors, primary screen, biochemical, IANBD-TnC fluorescence, EC70 calcium; Troponin I, cardiac muscle (Homo sapiens) + Troponin T, cardiac muscle (Homo sapiens) + …; IANBD-labeled cardiac RTF, Ca2+ fluorescence; inhibition, % at 7.15 µM; hit rate 0.12% among 340,000; AID 493244, 2011;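 active = inhibition above the mean inhibition of all tested compounds plus 3 SD, cut at about 17% in these data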;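 also: assay run at fixed EC70 calcium of 1.6 mM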
# cardiac RTF act = cardiac RTF calcium sensitivity activators, primary screen, biochemical, IANBD-TnC fluorescence, EC20 calcium. Troponin I, cardiac muscle (Homo sapiens) + Troponin T, cardiac muscle (Homo sapiens) + …. IANBD-labeled TnC RTF fluorescence at EC20 calcium; 0% EC20 calcium, 100% full calcium. activation, % at 7.2 µM. hit rate 0.24% among 340,000. AID 493008, 2010;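 active = activation above the mean over all tested compounds plus 3 SD, cut at about 30% in these data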;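 also: rise in fluorescence read as greater calcium sensitivity of cardiac thin filaments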
# Arr AP2 block = inhibitors of beta-arrestin/AP2 binding, primary screen, biochemical, GPCR trafficking, flow cytometry. FITC-arrestin peptide / GST-AP2 beads; AP2 beta2 appendage carries R879A mutation. beta-arrestin 1 C-terminal peptide binding to AP2 beta2-adaptin appendage (human). hit rate 0.31% among 340,000. inhibition, % at 10 µM;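 active = inhibition above a set limit, near 3 SD of compounds lacking own fluorescence, cut at about 54% in these data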;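 also: plate controls were DMSO wells for no effect and 5 µM unlabelled arrestin peptide for full effect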
#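 System: GST-tagged AP2 beta2-adaptin appendage (R879A) on 4 µm glutathione beads / Reagent: FITC-arrestin peptide, 50 nM / Detection: HyperCyt-sampled flow cytometry, FL1 channel, ex 488/em 535 nm / Timing: 12 min plus 1 h, RT / Buffer or medium: PBS plus Tween 20 (0.05%) and BSA (0.1%)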
# LANA DNA inh = inhibitors of KSHV C-LANA binding to DNA, primary screen, biochemical, fluorescence polarization, FAM-LBS DNA, MBP-C-LANA, single point; Kaposi's sarcoma herpesvirus LANA C-terminal domain (residues 932-1162) DNA binding; inhibition, % at 9 µM; hit rate 0.078% among 340,000;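 active = highest replicate inhibition at or above 60% at 9 µM, even if other replicates fall short; inactive = all replicates below 60% inhibition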;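 also: 0% = neutral control wells and 100% = 4 µM acridine orange control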
# MOR-DOR ag = agonists of OPRM1-OPRD1 heterodimerization, primary screen, cell-based, luminescence. hit rate 0.3% among 340,000. activation, % at 9.3 µM. Mu-type opioid receptor (Homo sapiens) + Delta-type opioid receptor (Homo sapiens), …. AID 504326, 2011. cells; in the data active = activation above about 18%;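 also: 0% = vehicle-treated cells and 100% = reference agonist; values of inactives mirror those of a sister screen read the other way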
# Keap1-Nrf2 PPI = Keap1-Nrf2 protein-protein interaction inhibitors, primary screen, biochemical, fluorescence polarization, single point; hit rate 0.15% among 340,000; AID 504523, 2011; Kelch-like ECH-associated protein 1 (Homo sapiens), Q14145; Keap1 Kelch-Nrf2 peptide fluorescence polarization, 1536-well; inhibition, % at 9.4 µM; in the data active = inhibition above about 12%;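 also: human Keap1 Kelch domain with fluorescein labeled Nrf2 9mer peptide probe; 0% = neutral control wells and 100% = peptide positive control; higher means more block of Keap1 binding to Nrf2 peptide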
# Target sequence (Q14145 whole entry, looked up, the tested form may be a part): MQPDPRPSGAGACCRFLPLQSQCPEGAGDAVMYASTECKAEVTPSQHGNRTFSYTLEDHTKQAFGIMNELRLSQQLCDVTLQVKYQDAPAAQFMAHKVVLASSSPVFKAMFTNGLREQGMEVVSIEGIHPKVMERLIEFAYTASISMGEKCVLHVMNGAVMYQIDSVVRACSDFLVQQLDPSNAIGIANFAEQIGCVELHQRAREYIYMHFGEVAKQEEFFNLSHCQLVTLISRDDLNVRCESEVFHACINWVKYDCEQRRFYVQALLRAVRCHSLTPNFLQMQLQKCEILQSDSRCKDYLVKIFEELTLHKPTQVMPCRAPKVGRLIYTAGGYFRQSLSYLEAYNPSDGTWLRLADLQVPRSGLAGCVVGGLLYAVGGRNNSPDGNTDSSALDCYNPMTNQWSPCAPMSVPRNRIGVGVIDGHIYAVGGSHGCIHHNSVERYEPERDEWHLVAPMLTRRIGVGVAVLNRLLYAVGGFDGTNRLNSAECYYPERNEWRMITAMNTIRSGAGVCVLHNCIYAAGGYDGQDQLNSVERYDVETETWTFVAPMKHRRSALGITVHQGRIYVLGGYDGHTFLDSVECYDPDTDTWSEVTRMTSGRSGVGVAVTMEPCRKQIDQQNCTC
# DSG3 Ab inh = inhibitors of pemphigus antibody binding to DSG3, primary screen, biochemical, bead-based, flow cytometry, scFv-GFP; binding (percent of control), % at 10 µM; AID 588358, 2011; hit rate 0.48% among 310,000; DSG3-coupled beads, scFv-anti-DSG3-GFP binding; stronger effect = lower value;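 active = binding more than 3 SD below its plate's average and above zero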; also: some compounds called inactive have numbers as strong as hits
# OPRM1-OPRD1 inv = inverse agonists of MOR-DOR heterodimerization, primary screen, cell-based, luminescence. Mu-type opioid receptor (Homo sapiens) + Delta-type opioid receptor (Homo sapiens), …. inhibition, % at 9.3 µM. AID 504357, 2011. cell-based MOR-DOR heterodimer luminescence, inverse agonism. hit rate 0.21% among 340,000; in the data active = inhibition above about 22%, passing the limit was not always enough;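 also: 0% = cells with DMSO and 100% = wells without cells with DMSO; values of inactives mirror those of a sister screen read the other way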
# * = called active by the depositor; x = no result given.
entry	Molecule	V-ATPase pH	Wnt act	Cardiac RTF inh	cardiac RTF act	Arr AP2 block
1	CC1CCc2nc(/C(C#N)=C/c3cccnc3)sc2C1 (centres undefined)	x	x	-3	-1	3
2	O=S(=O)(c1ccc(F)c(F)c1F)N1CCN(c2ncnc3sccc23)CC1	2	-4	-4	-2	12
3	CCCNC(=O)C1=C(C)C(=O)OC12CCC(C)CC2 (centres undefined)	2	3	7	9	13
4	CN(c1ccc(OCC(=O)OCC(=O)Nc2ccc([N+](=O)[O-])cc2)cc1)S(=O)(=O)c1cccs1	2	-1	-1	-7	-3
5	COc1ccccc1CN1CCNC(=O)C1CC(=O)NCc1cn(C)nc1C (centres undefined)	3	-2	2	2	1
6	Cc1cccc(CSCCNC(=S)Nc2ccccc2)c1	-3	1	14	-1	23
7	COc1ccc(Br)cc1-c1nc(C)c(C(C)=O)n1O	-8	x	-11	1	-15
8	COc1ccccc1N1CCN(C(=O)c2cc3c(-c4ccc(Cl)cc4)nn(C)c3s2)CC1	-1	-8	-9	8	2
9	COc1cccc(CN2C[C@]34C=C[C@@H](C[C@@H]3S2(=O)=O)O4)c1	3	0	6	3	x
10	CCOC(=O)CCc1c(C)nc2ncnn2c1C	0	x	-4	-2	-3
11	CC(Sc1nnc(-c2cc3ccccc3o2)n1-c1ccccc1)C(=O)O (centres undefined)	-1	x	-6	4	5
12	CC(C)c1nc(SCC(=O)N2CCCCCC2)c2c(=O)n(C)c(=O)n(C)c2n1	0	2	-1	-6	3

entry	LANA DNA inh	MOR-DOR ag	Keap1-Nrf2 PPI	DSG3 Ab inh	OPRM1-OPRD1 inv
1	6.7	0.7	-7	108	-5
2	x	0.1	x	95	0
3	0.5	-1.1	-4	86	6
4	1.4	1.3	3	112	-5
5	0.7	-0.8	2	104	6
6	1.2	2.6	-3	104	-14
7	-0.6	-1.6	-4	103	7
8	0.5	2.4	2	102	-12
9	1.2	-1.7	0	98	10
10	0.3	-1.4	-2	102	7
11	-0.7	-3.1	2	x	13
12	-2.0	-4.0	2	112	21

# (next part)
entry	Molecule	V-ATPase pH	Wnt act	Cardiac RTF inh	cardiac RTF act	Arr AP2 block
13	O=C(Nc1cc2c3c(c1)CC(=O)N3CCC2)c1ccco1	3	-5	-6	0	-7
14	Cc1c(Br)cc(C(=O)NCc2ccco2)c(C)c1C	-1	x	-7	0	-9
15	COc1cc(C2NC(=O)NC(C)=C2C(=O)OCc2ccccc2)ccc1O (centres undefined)	0	-1	6	2	9
16	O=S(=O)(NCCN1CCOCC1)c1ccc(Cl)s1	-1	-3	-1	0	-26
17	Nc1ccc2c(c1)C(=O)N(CCCCCC(=O)O)C2	2	x	3	-3	7
18	O=C(CSc1nc(-c2ccccc2)cc(=O)[nH]1)Nc1ccc(F)c(F)c1	4	11	-5	0	28
19	Cc1ccc(NC(=S)N(N)CCO)cc1	1	-2	-6	0	0
20	O=S(=O)(c1cccs1)N1CCC2(CC1)OCCN2S(=O)(=O)c1ccccc1	2	-5	-31	11	3
21	C=CCNC(=O)c1ccccc1NS(=O)(=O)c1ccc(OC)c(C(=O)N2CCOCC2)c1	7	-3	3	-1	22
22	CN(C)S(=O)(=O)c1ccc(SCC(=O)N2CC(=O)Nc3ccccc32)nc1	2	-1	-6	-2	-15
23	CS(=O)(=O)N(Cc1ccccc1)c1ccccc1C(=O)O	-1	x	3	-2	-5
24	COc1ccc(/C=C2\COc3ccccc3C2=O)c(OC)c1	2	-5	-3	0	-9

entry	LANA DNA inh	MOR-DOR ag	Keap1-Nrf2 PPI	DSG3 Ab inh	OPRM1-OPRD1 inv
13	-0.2	-0.8	2	105	6
14	1.6	-0.7	-4	105	4
15	-0.5	-0.2	2	101	1
16	-0.9	0.4	-1	101	-2
17	0.9	-2.2	4	96	13
18	-2.2	0.7	-9	95	-4
19	-0.8	-0.8	-4	103	4
20	0.1	-2.0	-6	106	10
21	0.3	-1.6	2	108	8
22	0.7	-2.7	1	109	11
23	-0.7	-1.3	0	104	8
24	-0.1	0.2	-6	114	-1

# Continuation:
entry	Molecule	V-ATPase pH	Wnt act	Cardiac RTF inh	cardiac RTF act	Arr AP2 block
25	Cc1cc(C(=O)Nc2c(C)nn(Cc3ccc(Cl)cc3)c2C)no1	-2	-2	1	-1	-8
26	O=C(Cc1csc(N2CCOCC2)n1)N/N=C/c1cccc(O)c1	-3	-2	-5	10	-1
27	O=C1CSC(=S)N1/N=C/c1ccc(O)c(O)c1O	-1	x	11	-8	57*
28	COc1ccc2c(c1)C(C)=CC(C)(C)N2C(=O)C(C)N1C(=O)c2ccccc2C1=O (centres undefined)	1	-5	-7	6	3
29	Nc1nc(SCc2nc3scc(-c4cccs4)c3c(=O)[nH]2)n[nH]1	2	x	2	-7	-4
30	CCOC(=O)CN(Cc1sccc1C)C(=O)Nc1ccc(OCC)cc1	-3	x	0	1	-4
31	CCn1cc(C(=O)Nc2ccc3c(c2)OCCO3)c2cc(OC)c(OC)cc2c1=O	3	-5	-8	-1	1
32	COc1ccc(OCC(O)CNC(=O)c2c(-c3ccccc3)noc2C)cc1 (centres undefined)	3	-2	-1	0	42
33	CC(=O)N/C(=C/C(C)C)c1ccccc1	-2	0	-7	8	-3
34	COc1ccc(-c2cnnc(N/N=C/c3ccc(O)c(OC)c3)n2)cc1	-1	1	-4	4	8
35	COc1cc(CN(CC2CCCO2)C(=O)c2ccco2)cc(OC)c1OC (centres undefined)	3	1	-1	-4	3
36	O=C(CNC(=O)Cc1cccc2ccccc12)NCc1ccccc1F	-3	0	-10	0	23

entry	LANA DNA inh	MOR-DOR ag	Keap1-Nrf2 PPI	DSG3 Ab inh	OPRM1-OPRD1 inv
25	0.3	-1.8	-4	96	10
26	0.4	-1.1	-2	100	6
27	34	6.4	-12	83	-32
28	2.1	-1.9	-6	x	9
29	0.2	-0.5	-5	109	3
30	-1.1	-1.8	1	94	11
31	0.3	-0.3	4	103	1
32	-0.1	-1.4	-6	110	7
33	-1.4	-0.4	4	95	2
34	2.8	0.3	-5	100	-2
35	-0.1	0.7	-1	101	-4
36	0.5	-2.2	-1	96	12

# Further compounds.
entry	Molecule	V-ATPase pH	Wnt act	Cardiac RTF inh	cardiac RTF act	Arr AP2 block
37	Cc1cccc(-c2noc(CNS(=O)(=O)c3ccccc3)n2)c1	1	-1	-2	-5	6
38	COc1c(C)cc(Br)cc1C(=O)NCc1cccnc1	-5	-3	-6	-5	0
39	Cc1ccc(-c2nn(-c3ccccc3)cc2C(=O)NCCCN2CCCC2=O)cc1	-3	-1	7	-4	29
40	COc1ccccc1NS(=O)(=O)c1cccc(C(=O)N2CCCC2)c1	2	0	-9	-3	-4
41	Cc1cc(C)cc(NCCC#N)c1	-2	-2	-19	1	5
42	Cn1c(=O)c2c(nc(N3CCOCC3)n2CCSc2ncccn2)n(C)c1=O	0	-2	-5	5	6
43	O=C(N/N=C/C(Cl)=C/c1ccc([N+](=O)[O-])cc1)C(=O)Nc1cccc(C(=O)O)c1	0	9	-13	1	-2
44	N#C/C(=C/c1ccccc1)c1nn(CCO)c(N)c1C#N	5	x	-3	14	2
45	N=c1ccccn1CC(O)COc1ccccc1 (centres undefined)	3	x	-3	0	2
46	CCc1ccccc1N(C(=O)c1ccco1)C(C(=O)NC1CCCC1)c1cccnc1 (centres undefined)	-4	1	5	-7	29
47	O=C(NCc1n[nH]c(=S)n1-c1ccccc1)c1ccc(S(=O)(=O)N2CCOCC2)cc1	-1	x	3	-3	21
48	CC(=O)N1CCN(S(=O)(=O)c2cccc(C(=O)NNC(=O)COc3c(C)cccc3C)c2)CC1	-1	-3	-6	8	29

entry	LANA DNA inh	MOR-DOR ag	Keap1-Nrf2 PPI	DSG3 Ab inh	OPRM1-OPRD1 inv
37	-1.7	-1.0	4	105	7
38	-0.7	0.2	1	102	-1
39	3.5	-3.1	0	107	17
40	-1.8	-0.5	-3	111	2
41	2.9	-0.6	6	97	4
42	0.5	-0.6	-5	112	3
43	1.5	4.0	0	101	-21
44	-1.3	-1.9	-4	95	11
45	-0.9	-3.5	-5	x	15
46	-0.2	1.8	1	99	-15
47	-0.1	-1.1	-2	89	6
48	-0.1	-1.5	-5	106	8

# A few values from above.
# no. 21 @ V-ATPase pH: 7
# no. 16 @ OPRM1-OPRD1 inv: -2
# no. 22 @ LANA DNA inh: 0.7

# An excerpt from above in order of their number in cardiac RTF act, falling:
entry	Molecule	V-ATPase pH	Wnt act	Cardiac RTF inh	cardiac RTF act	Arr AP2 block
44	N#C/C(=C/c1ccccc1)c1nn(CCO)c(N)c1C#N	5	x	-3	14	2
11	CC(Sc1nnc(-c2cc3ccccc3o2)n1-c1ccccc1)C(=O)O (centres undefined)	-1	x	-6	4	5
39	Cc1ccc(-c2nn(-c3ccccc3)cc2C(=O)NCCCN2CCCC2=O)cc1	-3	-1	7	-4	29

entry	LANA DNA inh	MOR-DOR ag	Keap1-Nrf2 PPI	DSG3 Ab inh	OPRM1-OPRD1 inv
44	-1.3	-1.9	-4	95	11
11	-0.7	-3.1	2	x	13
39	3.5	-3.1	0	107	17

# Next results:
entry	Molecule	V-ATPase pH	Wnt act	Cardiac RTF inh	cardiac RTF act	Arr AP2 block
49	COc1ccc2c(C)nc(N/C(N)=N/S(=O)(=O)c3ccc(C)cc3)nc2c1	5	-12	3	5	16
50	Cc1ccc(NC(=O)CCNS(=O)(=O)c2ccc(Br)cc2)cc1S(=O)(=O)N1CCOCC1	-2	3	-15	-8	-1
51	Cc1ccc(S(=O)(=O)N2CCNC(=O)C2)c(C)c1	4	-2	10	-3	0
52	O=C(c1ccccc1)C1OC1C(=O)c1ccccc1 (centres undefined)	2	13	1	-4	-5
53	COc1ccc(NC(=O)C2=CC(c3ccc(OC)c(OC)c3)=NS(=O)(=O)N2C)cc1	4	-3	-5	3	-5
54	CCOC(=O)CNC(=O)Cn1cnc2c(nnn2-c2ccc(C)cc2)c1=O	0	x	-9	3	4

entry	LANA DNA inh	MOR-DOR ag	Keap1-Nrf2 PPI	DSG3 Ab inh	OPRM1-OPRD1 inv
49	-4.0	-0.8	3	93	5
50	0.1	2.3	0	100	-12
51	0.1	1.0	0	x	-7
52	0.5	-2.0	-1	x	10
53	0.4	-0.4	3	94	2
54	-0.2	0.2	0	105	-1

# No enrichment for hits. About 3.1% of those tested had a hit in this group.
